# Giardia FBPA inh: qHTS Assay for Inhibitors of Fructose-1,6-bisphosphate Aldolase from Giardia Lamblia. purified Giardia FBPA. A8B2U2. Potency, µM (titrated, usually from 59.6 µM), for inactives: at the top dose activity, negative = inhibition, actives largely listed as inhibitors. hit rate 0.71% among 290,000; also: potency is read from the fitted curve at half-maximal effect; % is scaled to controls: 0 for no effect and ±100 for the full control effect; nearly all actives have a fitted effect of over 55% in size
# Target sequence (A8B2U2 whole entry, looked up): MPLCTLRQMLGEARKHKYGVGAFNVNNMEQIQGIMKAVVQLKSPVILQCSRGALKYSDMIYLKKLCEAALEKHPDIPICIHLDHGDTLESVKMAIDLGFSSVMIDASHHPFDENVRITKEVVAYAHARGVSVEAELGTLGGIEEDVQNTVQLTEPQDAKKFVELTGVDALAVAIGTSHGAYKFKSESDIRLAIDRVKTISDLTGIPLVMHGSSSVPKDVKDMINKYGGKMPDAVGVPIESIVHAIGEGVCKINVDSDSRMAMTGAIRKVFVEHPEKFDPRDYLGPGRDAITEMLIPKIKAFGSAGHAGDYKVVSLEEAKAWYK
#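 Giardia FBPA (40 nM reagent) was preincubated 10 min at RT with compound (up to 57.5 uM final), then substrate plus GAPDH/TPI/NAD/arsenate coupling system with diaphorase/resazurin was added; resorufin fluorescence (525/598 nm) was read after 20 min.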
# CHX counter: Cycloheximide Counterscreen for Small Molecule Inhibitors of Shiga Toxin; cell reporter, cycloheximide protein synthesis inhibition counterscreen; max response, %; hit rate 12% among 300,000; AID 2314, 2010; in the data active = max response mostly above about 13%, no sharp cut-off; inactive = mostly below about 14%; also: read at 38.3 µM for the half of the compounds with a filed dose; 0% is about no effect
# Pf growth 48h: Primary qHTS for delayed death inhibitors of the malarial parasite plastid, 48 hour incubation | Potency, µM (titrated, usually from 28.7 µM), for the others: at the highest dose activity change, negative = inhibition, hits mostly inhibitors | P. falciparum luciferase growth in erythrocytes, 48 h | hit rate 5.9% among 310,000; also: potency is read from the fitted curve at half-maximal effect; % is scaled to controls: 0 for no effect and ±100 for the full control effect
#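 Parasite viability was followed by luminescence of a genomically integrated firefly luciferase. Cultures held 0.1% parasitemia at 2% hematocrit (final), incubated under 5% CO2 at 37 C.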
# HCV inhibitor: qHTS Assay for Inhibitors of Hepatitis C Virus (HCV); Potency, µM (series often up to 41.8 µM), inactives show top-dose activity change, negative = inhibition, hits mostly inhibitors; Huh7.5.1 HCVcc-Cre infection, luciferase reporter, 44 h; hit rate 3.4% among 340,000; also: potency is read from the fitted curve at half-maximal effect; % is scaled to controls: 0 for no effect and ±100 for the full control effect
#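 Antiviral activity was scored by luciferase reporter output from cells infected with HCVcc-Cre (~0.5 moi) in presence of compound, 44 h infection period, cells seeded 1,000/well 4 h prior.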
# Shiga inhibitor: A qHTS for Small Molecule Inhibitors of Shiga Toxin; inhibition, % at 38.7 µM; AID 2315, 2010; Vero cells, Shiga toxin protein synthesis inhibition reporter; hit rate 9.2% among 290,000; in the data active = inhibition mostly above about 28%, no sharp cut-off; inactive = mostly below about 43%; also: 0% is about no effect
# Pf growth 96h: Primary qHTS for delayed death inhibitors of the malarial parasite plastid, 96 hour incubation. P. falciparum luciferase reporter growth, 96 h. Potency, µM (titrated, usually from 28.7 µM), for the others: at the highest dose activity change, negative = inhibition, most hits filed as inhibitors. hit rate 6.9% among 320,000. AID 504834, 2011; also: potency is read from the fitted curve at half-maximal effect; % is scaled to controls: 0 for no effect and ±100 for the full control effect
#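 Compounds incubated with erythrocytes infected by luciferase-expressing P. falciparum (2% hematocrit, 0.05% parasitemia final) for 96 hours, 37 C in 5% CO2. Growth inhibition scored as decreased luciferase luminescence.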
# Numbers without * were called inactive; ? = inconclusive; . = no result given; & = joins results of further samples; ! = repeats disagree; [ ] = dose if it differs, or a comment. Unless noted, calls follow the shape of the dose curve; as a rule, active = well fitted curve in the direction sought with a large enough effect; inconclusive = small, poorly fitted or top-dose-only effect, or another doubt; inactive = no such curve, though single readings can be large; an effect the other way counts as inactive or inconclusive.
canonical_smiles,Shiga inhibitor,CHX counter,Pf growth 96h,Pf growth 48h,HCV inhibitor,Giardia FBPA inh
O=C(Cc1ccc([N+](=O)[O-])cc1)N1CCCCCC1,-9,2,?,-8%,-8%,3%
O=C(Nc1ccnn1C1CCN(Cc2cccc(OCCO)c2)CC1)C1CCCC1,-5,-4,-3%,-15%,12%,0%
COc1cc(C2NC(=O)NC(c3ccccc3)=C2C(C)=O)c(Br)c(Br)c1O (stereo not drawn),.,-1,0.74µM*,1.3µM*,10%,6%
Cc1ccc(S(=O)(=O)c2nc(-c3ccccc3)oc2SCC(=O)NCC2CCCO2)cc1 (stereo not drawn),-14,-1,12µM*,10µM*,10µM*,5%
CN1C(=O)/C(=C/c2ccc(N3CCCCCC3)o2)C(=O)NC1=S,64*,40*,378%[activator],421%[activator],-13%,-7%
Cc1ccc(S(=O)(=O)N2CCN(S(=O)(=O)c3ccc(C)cc3)C3OCCOC32)cc1 (stereo not drawn),-9,-7,-7%,15%,0%,7%
CN(C)c1cccc(C(=O)OCC(=O)Nc2ccccc2Sc2ccccc2)c1,-13,0,?,?,?,-10%
Cc1cc(N)nc(C)c1C#N,10,-1,38%[activator],7%,-5%,-2%
CCOc1ccc(C(=S)N2CCCC2)cc1OC,-5,-6,-17%,-3%,-2%,-6%
COc1cc2c(cc1OC)C(C)N(CC(=O)Nc1ccc(S(=O)(=O)N3CCCC3)cc1)CC2 (stereo not drawn),11,-2,?,12µM*,?,.
Cc1ccc2c(c1)c(CC(NC(=O)c1ccccc1Oc1ccccc1)C(=O)O)cn2C(=O)OCc1ccccc1 (stereo not drawn),-6,-3,.,.,.,18%
COC(=O)c1ccc2c(=O)[nH]c(COC(=O)CCC(=O)c3ccc(Cl)cc3)nc2c1,.,.,9%,3%,-10%,.
Cc1cc(C(=O)Nc2nccs2)c2cc(F)ccc2n1,-5,1,26%,24%,-7%,-1%
COc1cccc(C2=NOC(C(=O)Nc3cccc(C(C)=O)c3)C2)c1 (stereo not drawn),-8,4,7%,-6%,.,-1%
COCCN(C(=O)COC(=O)/C=C/c1ccc(C(F)(F)F)cc1)c1c(N)n(Cc2ccccc2)c(=O)[nH]c1=O,.,.,?,?,-4%,.
Nc1nonc1-n1nnc(C(=O)N/N=C/c2cc(Br)ccc2O)c1CNc1ccccc1,-11,-11,?,?,10µM*,.
Cc1ccc(CNC(=O)c2nnc(Cc3ccc(Cl)cc3)o2)cc1,-10,-2,7%,8%,8%,4%
COc1ccc(C(=O)Oc2c(OC)cc(C(=S)N3CCOCC3)cc2OC)cc1OC,.,-2,-36%,-1%,-3%,-3%
COc1cc(S(=O)(=O)NCc2cccnc2)ccc1F,-14,1,.,29%,-3%,5%
N#Cc1c2c(c(N3CCN(CCO)CC3)n3c1nc1ccccc13)CCCC2,-32,-2,4%,0.83µM*,-28%,-5%
Cc1nn(-c2ccccc2)c(C)c1/C=C/C(=O)OCC(=O)Nc1ccc(C(N)=O)cc1,.,.,-3%,-16%,0%,.
c1ccc(C2Nc3ccccc3C3OCCCC23)cc1 (stereo not drawn),-17,-3,?,8%,4%,6%
COCCCN(C(=O)c1cc2c(s1)CCCCC2)c1c(N)n(Cc2ccccc2)c(=O)[nH]c1=O,.,.,1%,?,?,.
Cc1ccc(/C=N/N2CCN(Cc3ccccc3)CC2)o1,2,8,.,16%,7%,-26%
COc1cccc(CN(C(=O)COc2ccccc2[N+](=O)[O-])C2CCS(=O)(=O)C2)c1 (stereo not drawn),35,2,?,-4%,25%,4%
CCCOC1CCCN(C(=O)c2cc(COc3cncc(Cl)c3)on2)C1 (stereo not drawn),54*,40*,29%,0%,?,10%
Cc1ccc(Cc2cncc(O)c2)cc1S(=O)(=O)O,7,-1,.,-18%,?,-3%
O=C(O)CCCCCNCc1ccncc1,-13,-3,?,3%,0%,2%
O=C(O)c1c(NC(=O)N(CCO)Cc2ccccc2)sc2c1CCCC2,-5,0,29%,1%[0.00184 µM],-9%,-20%
COC(=O)c1c(NC(=S)Nc2ccc(F)cc2[N+](=O)[O-])sc2c1CCCCC2,13,4,?,-17%,-13%,7%

# (cont.)
canonical_smiles,Shiga inhibitor,CHX counter,Pf growth 96h,Pf growth 48h,HCV inhibitor,Giardia FBPA inh
CCc1ccc2c(c1)C(NC(C)=O)C(=O)N2CCN1CCOCC1 (stereo not drawn),-2,-1,-7%,14%,11%,30%
Cc1cc(=O)[nH]c(COc2ccccc2)n1,-8,3,.,56%[activator],14%,-3%
c1ccc2c(NC3C4CC5CC(C4)CC3C5)nc(N3CCOCC3)nc2c1 (stereo not drawn),-15,-4,?,?,?,3%
C/C(=N\NC(N)=O)c1ccccc1,18,-4,20%,11%,7%,3%
Cc1cccc(C(=O)Oc2csc(=S)n2C(=O)c2cccc(C)c2)c1,-4,-2,29%,-21%,23%,11%
CSc1ccccc1C(=O)C1CCCN(Cc2c(C)n(C)n(-c3ccccc3)c2=O)C1 (stereo not drawn),-5,-1,4%,?,-11%,-3%
COc1ccc(CCNC(=O)C2CCN(c3nn4c(=O)cc(C)nc4s3)CC2)cc1OC,-9,-1,48%[activator],?,-6%,4%
CN(C(=O)C1CC1)C1CCS(=O)(=O)C1 (stereo not drawn),.,.,4%,11%,5%,.
CCOC(=O)C1=C(C)NC(SC)=C(C#N)C1CC(C)C (stereo not drawn),-17,-1,?,1.7µM*,?,-9%
Nc1c(Cl)ncnc1N/N=C/c1ccncc1,-4,12,0%,-14%,14%,-13%
COCCCNC(=S)Nc1ccc2c(c1)OCCO2,19,13,?,51%[activator],13%,-4%
O=C(OCCN1C(=O)c2cccc3c(N4CCOCC4)ccc(c23)C1=O)c1ccc(Cl)cc1,-8,-2,12µM*,?,1%,-1%
COc1cc(C(=S)N2CCOCC2)ccc1OS(=O)(=O)c1ccccc1[N+](=O)[O-],-12,11,51%[activator],-9%,-11%,8%
COc1cccc2cc(C(=O)NCc3ccccc3Br)c(=O)oc12,22,11,-10%,5%,7%,.
Cc1cccc(/C=N/NC(=O)c2ccc(Br)cc2)c1,70*,34*,32%[activator],71%[activator],-6%,1%
CCN(CC)c1ccc(SS(=O)(=O)O)cc1,-3&-8,6&-4,10µM*!,13µM*,0%&-24%,?
Cc1cccc(C)c1NC(=O)C1CCN(S(C)(=O)=O)CC1,-7,-2,?,6%,10%,8%
Cc1ccc(Cn2nc(C)c(NC(=O)CSc3n[nH]c(C)c3[N+](=O)[O-])c2C)cc1,-11,-3,4%,-25%,1%,0%
C/C(=N\NC(=O)c1ccccc1[N+](=O)[O-])c1c(O)cc(C)oc1=O,8,-2,43%[activator],0%,3%,-16%
Cc1cccc(C(C(N)=O)c2ncc(C(F)(F)F)cc2Cl)c1 (stereo not drawn),-14,-3,3%,-19%,3%,3%
Cc1ccc(CN2CCN(Cc3cccc(-n4cccn4)c3)CC2CCO)cc1 (stereo not drawn),26,-3,-33%,-20%,-31%,1%
Cc1nn(-c2ncc(C(F)(F)F)cc2Cl)c(=O)n1-c1ccc(F)cc1,-5,-1,?,-21%,-5%,7%
CC1(C)CC(=O)C=C(NCc2ccc(C(=O)O)cc2)C1,-10,0,38%[activator],4%,14%,4%
CCSC1=NCCN1S(=O)(=O)c1ccc2ccccc2c1,-7,-2,44%[activator],13%,8%,2%
COc1cccc2cc(C(=O)C3=C(O)C(=O)N(CCN4CCOCC4)C3c3cccc(Cl)c3)oc12 (stereo not drawn),-8,-6,88%[activator],-9%,6%,.
Cc1cnccc1CN(C)Cc1nc(Cc2ccccc2Cl)no1,-16,12,-25%,9.3µM*,?,-5%
CC(C)(C)c1cc(-c2nc(N)nc(N)n2)cc(C(C)(C)C)c1,-8,-1,51%[activator],7%,-21%,-1%
O=C(COc1cc(Cl)ccc1Cl)N1CCNC1=O,.,.,23%,?,2%,.
COc1ccccc1-n1ccnc(SCC(=O)NC2CCCC2)c1=O,.,.,13%,6%,10%,.
CN(Cc1cnn(-c2ccc(F)cc2)c1)Cc1nc(Cc2ccccc2)no1,15,8,12%,-2%,-8%,-4%

# Other results follow:
canonical_smiles,Shiga inhibitor,CHX counter,Pf growth 96h,Pf growth 48h,HCV inhibitor,Giardia FBPA inh
COc1ccc(C(=O)N[C@H](C(=O)OCC(=O)NC(=O)c2cccn2C)C(C)C)cc1,15,15*,17%,-1%,-3%,0%
CC(O)/C=C/C1OC(=O)CC1Nc1ccc(C=O)cc1 (stereo not drawn),-13,1,7.4µM*,42%[activator],16%,0%
COc1ccc(N2C(=O)c3cccc4c(N(C)CCO)ccc(c34)C2=O)cc1,12,9,22%,10µM*,?,4%
Cc1cccc(C(=O)N2CC(=O)Nc3ccc(F)cc3C2c2ccc(F)cc2)c1 (stereo not drawn),-12,-2,-1%,-8%,5%,4%
Cc1ccc(S(=O)(=O)NC(CC(=O)NCC2CCCO2)c2ccccc2)cc1 (stereo not drawn),21,-1,19%,1%,3%,6%
Cc1cccc(-c2nn(C(=S)Nc3ccccc3)cc2-c2ccnc3ccccc23)n1,2,14,.,.,.,-28%
Cc1cc(C)n(-c2ncnc3sc4c(c23)CC(C)CC4)n1 (stereo not drawn),-16,-3,?,8%,4%,22%
O=C(Cn1cc(C(F)(F)F)ccc1=O)N/N=C/c1ccc(Cl)cc1,-12,-1,44%[activator],40%[activator],6%,6%
CCOC(=O)N1CCN(c2ccc(F)cc2[N+](=O)[O-])CC1,-12,-3,35%[activator],-2%,3%,0%
COc1ccc(S(=O)(=O)N2CCOCC2)cc1NC(=O)c1ccc(-n2nc(C)cc2C)cc1,-7,-5,?,10µM*,-27%,0%
C=CCNC(=S)NNC(=O)c1ccc(C)c(Cl)c1,-6,6,35%[activator],46%[activator],1%,5%
CCOCCCNC(=O)c1c(C)[nH]c(C(=O)OCC)c1C,-8,-1,0%,11%,-2%,-6%
CC(CNC(=O)CC(C)(C)C)NC(=O)CC(C)(C)C (stereo not drawn),-3,-3,20%,8%,8%,9%
COc1ccc(NC(=O)C2CCN(C(=O)Cc3ccccc3)CC2)cc1OC,21,9,-10%,-8%,-6%,0%
Cc1ccccc1Cn1ccc(NC(=O)c2cc3nc(-c4ccco4)cc(C(F)(F)F)n3n2)n1,29,-2,36%[activator],-64%,?,12%
CCOC(=O)c1sc(NC(=O)C2CC(=O)N(c3ccccc3OC)C2)nc1C (stereo not drawn),.,.,?,?,3%,.
O=C(Nc1cccc(Cl)c1)NC1CC2CCC1C2 (stereo not drawn),.,23*,-19%,3%,0%,-1%
COCC1CCCN(Cc2cn(-c3ccccc3)nc2-c2ccc3c(c2)OCO3)C1 (stereo not drawn),12,1,?,9.3µM*,3%,2%
Cc1ccccc1NC(=O)Nc1c(C)n(C)n(-c2ccccc2)c1=O,-15,-1,?,16%,7%,.
Cc1cc(=O)oc2cc(NC(=O)CN3C(=O)NC(C)(c4ccccc4)C3=O)ccc12 (stereo not drawn),.,.,-22%,-14%,-16%,.
O=c1[nH]c2cccnc2n1-c1ccc([N+](=O)[O-])cc1,6,4,24%,19%,9%,-1%
CC(=O)NCCC(=O)Nc1nc(-c2c[nH]c3ccccc23)cs1,24,-3,21%,19%,?,-9%

# Screens (PubChem)
